# uPA surface inh – blocks generation of uPA at the cell surface; Potency, µM (top dose mostly 38.3 µM), for inactives: at the top dose activity change, negative = inhibition, most hits filed as inhibitors; cell surface uPA generation assay, qHTS; hit rate 0.31% among 330,000; AID 540303; active = well fitted inhibition curve with a large enough effect; inconclusive = small, poorly fitted or top-dose-only effect; inactive = no such curve, though single readings can be large or run the other way; tested in mouse RAW 264.7 cells; also: potency is read from the fitted curve at half-maximal effect; nearly all actives have a fitted effect of over 55% in size
# KCNH2 3.1 inh – blocks the human KCNH2 3.1 channel isoform; hit rate 0.95% among 340,000; U2OS KCNH2 3.1, thallium flux FluxOr; hits give low values; AID 720553; activity change, % (tested at about 1.8 µM);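 active = maximum activity change below -70%; inconclusive = maximum activity change from -70% to -50%; inactive = maximum activity change above -50%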;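 also: thallium influx rate constant from kinetic fluorescence after stimulation buffer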
#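 Thallium flux read-out: FluxOr dye with Red40 quencher in HBSS/HEPES, 45 min at RT. Rate constants from kinetic reads were normalized to positive and negative DMSO controls. Cells: U2OS virally expressing the 3.1 isoform.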
# Giardia kill – Giardia lamblia killing; Giardia lamblia trophozoite viability; activity change, % at 7.66 µM, hits read low; hit rate 0.15% among 340,000; in the data active = activity change below about -80%; inconclusive = between about -30% and that limit;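 also: parasites exposed to compound for two days anaerobically before the ATP read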
#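 Giardia trophozoites, 100 cells per well, were exposed to compounds for 48 hrs at 37 deg C under anaerobic conditions; viability was then read as ATP content by bioluminescence after 15-30 min at room temperature.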
# Eya2 phos inh – blocks the phosphatase activity of human Eya2; O00167; Potency, µM (highest dose often 76.9 µM), inactives show at the top dose activity, negative = inhibition, hits mostly inhibitors; AID 488837; recombinant Eya2, OMFP fluorescence dephosphorylation (OMFP is methylfluorescein phosphate); hit rate 0.006% among 330,000; also: potency is read from the fitted curve at half-maximal effect
#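 Eya2 protein (added as 0.2 uM solution) was preincubated with compound for 10 min at ambient temperature in 50 mM HEPES pH 7.5, 50 mM NaCl, 5 uM MgCl2, 0.05% BSA, 1 mM DTT. OMFP (added at 50 uM) then reacted 10 min; fluorescence read at 485/525 nm.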
# GALK inhibitor – galactokinase (human) inhibition; AID 1868; Purified GALK, Kinase-Glo residual ATP luminescence; Potency, µM (top dose mostly 57.5 µM), inactives show at the highest dose activity change, negative = inhibition, most hits filed as inhibitors; P51570; hit rate 0.007% among 270,000; also: potency is read from the fitted curve at half-maximal effect
#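 5 nM enzyme, 35 uM ATP, 100 uM galactose, 20 mM HEPES pH8.0, 5 mM MgCl2; 1 h RT; residual ATP by Kinase-Glo Plus luminescence, qHTS format.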
# FBPA coupling cs – inhibits coupling enzyme system, counter-screen for aldolase hits; coupling enzyme system counterscreen, AmpLite Red fluorescence; activity change, negative = inhibition, % at 58.2 µM, hits read low; hit rate 0.67% among 290,000; AID 2472; in the data active = activity change below about -30%
#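 Coupling enzymes only (glyceraldehyde-3-phosphate) + compound, at 57.5 uM final, 10 min RT; add substrate/coupling/AmpLite Red mix, 20 min RT; fluorescence ex 525/em 598 nm. Actives flag coupling-system interference.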
# B2AR arrestin – recruits beta-arrestin to the human beta2-adrenergic receptor | P07550 | beta-arrestin recruitment to beta2AR, cell-based reporter | Potency, µM (titrated, usually from 46.1 µM), for the others: top-dose activation, usual class: activators | hit rate 0.02% among 330,000;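 also: potency is read from the fitted curve at half-maximal effect; 0% = DMSO controls and full agonism = EC100 isoproterenol or metaproterenol; nearly all actives have a fitted effect of over 65% in size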
# PKM2 activator – activators of human pyruvate kinase M2; Potency, µM (series often up to 57.5 µM), inactives show at the top dose activation, most hits filed as activators; P14618; purified PKM2, Kinase-Glo ATP luminescence, activation; response scale: 0% is enzyme alone, no compound; hit rate 0.34% among 260,000; also: potency is read from the fitted curve at half-maximal effect; nearly all actives have a fitted effect of over 55% in size
#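 Purified hPK-M2 (>95%) run at intermediate activity with 0.1 mM ADP and 0.5 mM PEP in 50 mM imidazole pH 7.2, KCl, MgCl2; 1 h room temperature. ATP formed read by Kinase-Glo luminescence; normalized to uninhibited and no-enzyme controls.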
# BCR signal inh – chronic active BCR signaling inhibition; ABC-DLBCL IkBa-CBG/CBR reporter, luminescence ratio, 4 h; Potency, µM (top dose mostly 46.1 µM), without a hit: at the top dose ratio change, negative = lower green/red ratio, most hits filed as inhibitors; hit rate 0.05% among 340,000; AID 493014; active = well fitted inhibition curve with a large enough effect in the signal ratio, with a control signal flat, not every such curve was filed as active; inconclusive = small, poorly fitted or top-dose-only effect, or effect the other way, or a change in a side signal; the % refers to the signal ratio;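 also: potency is read from the fitted curve at half-maximal effect; plate controls were basal doxycycline-induced cells for no effect and cells given 10 µM MG132 for full effect; MG132 reads +100%, hits lower the ratio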
#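 Compounds up to 46 uM were incubated four hours with TMD8 cells whose green CBG68 luciferase is fused to IkappaBalpha; red CBR luminescence normalised the signal, and concentration-effect curves were fitted to fusion, red and ratio data.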
# KCNH2 WT inh – blocks the wildtype human KCNH2 potassium channel; hit rate 0.37% among 340,000; Q12809; U2OS, BacMam KCNH2, thallium flux FluxOr; hits give low values; activity change, % at 1.84 µM;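 active = maximum activity change below -70%; inconclusive = maximum activity change between -70% and -50%; inactive = maximum activity change above -50%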
# Target sequence (Q12809 whole entry, looked up): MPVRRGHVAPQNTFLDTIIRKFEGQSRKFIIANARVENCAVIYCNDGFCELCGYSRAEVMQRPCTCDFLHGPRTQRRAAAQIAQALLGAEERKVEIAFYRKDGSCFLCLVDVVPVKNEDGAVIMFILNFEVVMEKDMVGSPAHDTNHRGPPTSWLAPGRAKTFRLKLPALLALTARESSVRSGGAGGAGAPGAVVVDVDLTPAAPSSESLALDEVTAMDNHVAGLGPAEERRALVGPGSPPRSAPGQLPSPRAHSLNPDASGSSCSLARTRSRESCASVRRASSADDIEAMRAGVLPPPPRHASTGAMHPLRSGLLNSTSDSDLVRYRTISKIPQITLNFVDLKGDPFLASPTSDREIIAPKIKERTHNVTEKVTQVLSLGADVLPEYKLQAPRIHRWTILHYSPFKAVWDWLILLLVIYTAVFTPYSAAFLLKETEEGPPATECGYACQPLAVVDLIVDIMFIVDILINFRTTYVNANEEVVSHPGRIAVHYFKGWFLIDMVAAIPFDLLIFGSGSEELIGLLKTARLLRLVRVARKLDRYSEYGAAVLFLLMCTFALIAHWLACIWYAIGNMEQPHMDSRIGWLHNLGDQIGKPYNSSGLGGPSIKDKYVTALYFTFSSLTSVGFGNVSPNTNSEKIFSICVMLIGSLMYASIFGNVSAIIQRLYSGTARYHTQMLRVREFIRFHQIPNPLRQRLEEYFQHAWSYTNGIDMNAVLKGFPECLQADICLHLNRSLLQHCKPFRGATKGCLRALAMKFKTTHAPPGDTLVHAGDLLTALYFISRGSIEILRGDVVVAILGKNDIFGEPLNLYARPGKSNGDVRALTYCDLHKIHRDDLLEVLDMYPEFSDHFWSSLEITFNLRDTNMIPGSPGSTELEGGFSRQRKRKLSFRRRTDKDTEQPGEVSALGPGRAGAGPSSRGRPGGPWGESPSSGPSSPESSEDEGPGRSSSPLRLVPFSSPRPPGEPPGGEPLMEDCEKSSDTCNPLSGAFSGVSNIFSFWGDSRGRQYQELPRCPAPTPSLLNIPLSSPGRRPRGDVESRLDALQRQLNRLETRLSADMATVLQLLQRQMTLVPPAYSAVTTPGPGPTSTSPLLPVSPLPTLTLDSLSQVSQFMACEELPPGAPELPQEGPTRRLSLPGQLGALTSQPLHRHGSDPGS
#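 U2OS cells were transduced with wild-type KCNH2 virus (2.03 x 10^8 / mL) for 4 h at room temperature, then cultured overnight at 37 C. Thallium flux was read with FluxOr dye. Rate constants were normalized to DMSO controls.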
# USP2a inh – inhibitors of human ubiquitin-specific protease USP2a; USP2 core, Ub-CHOP2 coupled fluorogenic reporter, 485/531; Potency, µM (doses to about 38.3 µM), without a hit: at the highest dose activity change, negative = inhibition, usual class: inhibitors; hit rate 0.01% among 330,000; AID 463254;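 also: potency is read from the fitted curve at half-maximal effect; plate controls were DMSO wells for no effect and full inhibition by NEM control for full effect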
#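 USP2 core (10nM final) preincubated 30min RT with compound in 20mM Tris-HCl pH 8.0, 2mM CaCl2, 2mM beta-mercaptoethanol, 0.05% CHAPS; 25nM Ub-CHOP2 plus 25nM reporter substrate added, fluorescence (Ex485/Em531) read after 60min.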
# Starred values were filed as active, the others as inactive; u = inconclusive; x = not tested or not shown; & = joins results of further samples; [ ] = another dose, or the depositor's remark. Unless noted, calls follow the shape of the dose curve; as a rule, active = well fitted curve in the direction sought with a large enough effect; inconclusive = small, poorly fitted or top-dose-only effect, or another doubt; inactive = no such curve, though single readings can be large; an effect the other way counts as inactive or inconclusive. Unless noted, % is scaled to controls: 0 for no effect and ±100 for the full control effect.
compound	FBPA coupling cs	GALK inhibitor	Giardia kill	USP2a inh	uPA surface inh	Eya2 phos inh	KCNH2 WT inh	B2AR arrestin	PKM2 activator	BCR signal inh	KCNH2 3.1 inh
Cc1ccc(NC(=O)C2CCN(S(=O)(=O)c3cc([N+](=O)[O-])ccc3Cl)CC2)nc1	x	x	u	0%	u	7%	-22	-1.0%	x	u	-11
CCCCc1nc2ccccc2[nH]1	0	-1%	15	0%	-5%	6%	-3	0.4%	-2%	1%	-13
Cn1c(-c2nnn(-c3ccc(F)cc3)n2)cc2ccccc21	-2	1%	x	-1%	x	8%	x	4.1%	-3%	-2%	x
COc1ccc(Cl)cc1N(C(C)=O)c1nc(C)cc(C)c1C#N	-1	-3%	-5	1%	6%	2%	6	-0.9%	6%	-2%	-2
CN(Cc1c(C(=O)N/N=C/c2ccccc2)nnn1-c1nonc1N)c1ccccc1	-13	x	12	-1%	3%	7%	7	0.3%	0%	16%	-10
O=C(O)C(Cc1c[nH]c2ccccc12)N1C(=O)c2ccccc2C1=O (stereo unspecified)	-1&1	-2%	25	6%&3%	4%	5%&3%	0	0.5%&0.0%	-36%&7%	8%&0%	-12
Cc1cc(C)n2nnnc2n1	2	3%	12	2%	0%	5%	-4	-0.5%	0%	-13%	3
Cc1ccc(-n2nc3ccc(NC(=O)/C=C/c4ccco4)cc3n2)cc1	0	0%	0	1%	-5%	1%	-18	0.6%	14%	u	7
O=C(CCc1ccccc1)c1nnc(-c2ccccc2)o1	1	0%	8	2%	-2%	8%	0	0.1%	-5%	-13%	-13
Cc1cc2oc(=O)cc(-c3ccccc3)c2c(C)c1-c1ccc(C(F)(F)F)cc1	1	x	-2	-2%	8%	1%	-23	0.3%	x	0%	-14
Cc1ccc2nc3n(c(=O)c2c1)CCCCC3	1	1%	9	-1%	-3%	5%	-23	-0.3%	-5%	6%	-2
NC(=S)N=Nc1c(O)n(Cc2ccc(F)cc2)c2ccccc12	-2	-1%	10	1%	u	-5%	21	9.2µM*	-2%	u	3
CSc1ccccc1NC(=O)COc1nsnc1N1CCOCC1	-3	6%	-3	-6%	-1%	-4%	12	0.0%	0%	u	-17
O=C(N/N=C/c1ccc(O)cc1)Nc1cccc2nsnc12	-3	-4%	-8	-2%	2%	-15%	-4	-0.9%	-3%	u	-7
O=C(Nc1cccnc1)c1cccnc1Cl	-3	-4%	2	0%	2%	0%	-6	0.1%	-2%	-23%	-1
CCCCn1nnnc1SCC(=O)c1cc(Cl)ccc1OC	-3	-4%	0	-1%	3%	6%	-6	-1.0%	u	-10%	-2
CCS(=O)(=O)n1nc(-c2ccccc2)nc1NCc1ccco1	3	0%	-17	2%	-11%	-11%	-5	-0.4%	4%	-3%	-4
CCOc1ncccc1C(=O)Nc1cc(S(=O)(=O)N(CC)CC)ccc1N1CCOCC1	x	x	49[activator]	2%	10%	10%	17	-0.8%	x	1%	-13
Cc1ccccc1NC(C)C(=O)N/N=C/c1ccccc1OCc1cccc(Br)c1 (stereo unspecified)	-3	2%	0	0%	4%	5%	-11	-0.8%	-10%	u	-7
COc1ccc(C(C(=O)NC(C)(C)C)N(C(=O)CCC(=O)Nc2cc(C)on2)c2ccccc2F)cc1 (stereo unspecified)	0	-2%	-8	3%	-6%	1%	0	0.3%	2%	1%	-26

# 6 compounds already listed, sorted by number of heavy atoms, smallest number first.
compound	FBPA coupling cs	GALK inhibitor	Giardia kill	USP2a inh	uPA surface inh	Eya2 phos inh	KCNH2 WT inh	B2AR arrestin	PKM2 activator	BCR signal inh	KCNH2 3.1 inh
CCCCc1nc2ccccc2[nH]1	0	-1%	15	0%	-5%	6%	-3	0.4%	-2%	1%	-13
Cn1c(-c2nnn(-c3ccc(F)cc3)n2)cc2ccccc21	-2	1%	x	-1%	x	8%	x	4.1%	-3%	-2%	x
Cc1ccc(-n2nc3ccc(NC(=O)/C=C/c4ccco4)cc3n2)cc1	0	0%	0	1%	-5%	1%	-18	0.6%	14%	u	7
Cc1cc2oc(=O)cc(-c3ccccc3)c2c(C)c1-c1ccc(C(F)(F)F)cc1	1	x	-2	-2%	8%	1%	-23	0.3%	x	0%	-14
CCOc1ncccc1C(=O)Nc1cc(S(=O)(=O)N(CC)CC)ccc1N1CCOCC1	x	x	49[activator]	2%	10%	10%	17	-0.8%	x	1%	-13
COc1ccc(C(C(=O)NC(C)(C)C)N(C(=O)CCC(=O)Nc2cc(C)on2)c2ccccc2F)cc1 (stereo unspecified)	0	-2%	-8	3%	-6%	1%	0	0.3%	2%	1%	-26

# Further records follow:
compound	FBPA coupling cs	GALK inhibitor	Giardia kill	USP2a inh	uPA surface inh	Eya2 phos inh	KCNH2 WT inh	B2AR arrestin	PKM2 activator	BCR signal inh	KCNH2 3.1 inh
CCC(c1nnnn1CCc1ccccc1)N1CCN(c2ccc(OC)cc2)CC1 (stereo unspecified)	0	0%	12	3%	-3%	8%	2	-3.2%	7%	6%	4
CCOc1ccc(CCNC(=O)CS(=O)(=O)Cc2nc(-c3ccc(OC)cc3)oc2C)cc1	0	5%	-3	2%	-2%	2%	0	-0.3%	-1%	5%	8
CCOCCCNC(=S)N1CCC(C(=O)c2ccc(C)cc2)CC1	1	0%	0	1%	2%	-5%	12	0.0%	-5%	-18%	-3
CCOc1cccc(/C=N/N2C(C)CCCC2C)c1O (stereo unspecified)	1	1%	5	1%	6%	8%	2	-0.9%	x	2%	16
CCn1c(C(C)NC(=O)c2ccc(Cl)cc2)n[nH]c1=S (stereo unspecified)	0	4%	9	-1%	-4%	7%	-14	-0.2%	-1%	u	-12
CCOC(=O)c1c(NC2=NS(=O)(=O)c3ccccc32)sc2c1CCC(C)C2 (stereo unspecified)	2	1%	-6	1%	1%	4%	15	0.1%	3%	2%	0
COc1cc(/C=N/NS(=O)(=O)c2ccc(C(C)(C)C)cc2)cc([N+](=O)[O-])c1O	1	0%	27	-1%	1%	u	-3	-0.9%	-1%	u	8
O=C(Oc1c(Br)cc([N+](=O)[O-])cc1Br)c1cccnc1	20	x	-19	-1%	0%	1%	4	0.2%	0%	14%	14
Cc1ccc(O)c(NC(=O)C2CCCCC2)c1	-1	1%	20	0%	-10%	6%	-6	-0.6%	-11%	0%	-2
Cc1ccc(C(=O)N2CCC3(CC2)Oc2ccc(Cl)cc2C(=O)C32CC(c3ccc(Cl)cc3)=NO2)s1 (stereo unspecified)	0	1%	-16	3%	20%	2%	-2	-0.4%	-8%	3%	6
CC(C)CSC1=NSC2=NC(=O)/C(=C\c3cccs3)C(=N)N12	8	x	-9	3%	1%	17%	4	4.1%	-5%	u	2
CCOc1ccc(N(C)S(=O)(=O)c2ccc3[nH]cc(C(=O)NCCOC)c(=O)c3c2)cc1	7	0%	4	-5%	-3%	-8%	-30	-0.1%	21%	8%	-2
COC(=O)[C@@]12CCCN1[C@H](c1ccc(-c3ccc(OC)cc3)c(OC)c1)[C@H]1C(=O)N(C)C(=O)[C@H]12	x	x	8	2%	8%	0%	-3	2.4%	x	-11%	-2
Cc1cc(C)cc(C(=O)NCC(=O)OCC(=O)N2c3ccccc3NC(=O)C2(C)C)c1	0	0%	12	5%	0%	-2%	-6	-0.7%	10%	3%	x
CCc1cc2cccc(C)c2nc1SCC(=O)Nc1cc(C)on1	3	3%	-8	-1%	-3%	3%	9	0.2%	19%	6%	-2
COc1ccc(-c2nnc(SCc3c(C)noc3C)n2N)cc1OC	0	x	13	-1%	5%	4%	7	0.1%	-5%	12%	-1
CC(C)C1CC(c2ccccc2)(C(CN)CO)CCO1 (stereo unspecified)	-1	1%	-9	4%	-3%	4%	5	-0.8%	2%	5%	-21
COc1ccc2c(c1)[C@H]1[C@H](CO2)[C@H](c2ccccc2)[C@]2(C)C(=O)N[C@H](C)C(=O)N12	x	x	6	0%	6%	-5%	-3	-0.9%	x	-8%	-1
O=C1CC(c2ccco2)CC(O)=C1C=Nc1cc(Cl)cc(Cl)c1 (stereo unspecified)	0	0%	-7	4%	-1%	8%	4	-0.2%	25%	-12%	0
CCn1c(SCC(=O)Nc2sc3c(c2C#N)CCCC3)nnc1-c1ccco1	-40*	1%	14	2%	-3%	-6%	-2	0.2%	-8%	-8%	3

# Screening data deposited in PubChem BioAssay by National Center for Advancing Translational Sciences (NCATS).
